# Screens deposited in PubChem BioAssay by several laboratories.
# TRPC6 inhibitor – inhibitors of mouse TRPC6 channel; hit rate 1.1% among 310,000; B-score at 10 µM; HEK293-TRPC6, membrane potential dye, ACh-evoked depolarization; hits give low values; Q61143;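 active = B-score under library mean minus 3 SD, initial fluorescence not abnormally high, positive integrated signal ratio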;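 also: B-score derived from integrated fluorescence ratio over the kinetic read; more negative B-score means stronger inhibition of depolarization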
# IEC-6 tox – counter-screen for KLF5 inhibitors: cytotoxicity in IEC-6 cells. hit rate 0.78% among 290,000. inhibition, % at 5 µM. IEC-6 cytotoxicity, luminescence viability. AID 1825; in the data active = inhibition above about 22%;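 also: 0% = plate median of test compound wells and 100% = cytotoxic reference compound wells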
# TRPC4 PAM – allosteric potentiators of mouse TRPC4 channel. Q9QUQ5. HEK293 TRPC4beta/mu-opioid, DAMGO EC20, Fluo-4 Ca2+ flux; hits give high values. B-score at 10 µM. hit rate 0.42% among 310,000;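 active = B-score of calcium response area above 5 SD of library B-scores, with initial fluorescence ratio within 5 SD of library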;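 also: B-score of integrated fluorescence ratio over time as area under calcium response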
# Target sequence (Q9QUQ5 whole entry, looked up): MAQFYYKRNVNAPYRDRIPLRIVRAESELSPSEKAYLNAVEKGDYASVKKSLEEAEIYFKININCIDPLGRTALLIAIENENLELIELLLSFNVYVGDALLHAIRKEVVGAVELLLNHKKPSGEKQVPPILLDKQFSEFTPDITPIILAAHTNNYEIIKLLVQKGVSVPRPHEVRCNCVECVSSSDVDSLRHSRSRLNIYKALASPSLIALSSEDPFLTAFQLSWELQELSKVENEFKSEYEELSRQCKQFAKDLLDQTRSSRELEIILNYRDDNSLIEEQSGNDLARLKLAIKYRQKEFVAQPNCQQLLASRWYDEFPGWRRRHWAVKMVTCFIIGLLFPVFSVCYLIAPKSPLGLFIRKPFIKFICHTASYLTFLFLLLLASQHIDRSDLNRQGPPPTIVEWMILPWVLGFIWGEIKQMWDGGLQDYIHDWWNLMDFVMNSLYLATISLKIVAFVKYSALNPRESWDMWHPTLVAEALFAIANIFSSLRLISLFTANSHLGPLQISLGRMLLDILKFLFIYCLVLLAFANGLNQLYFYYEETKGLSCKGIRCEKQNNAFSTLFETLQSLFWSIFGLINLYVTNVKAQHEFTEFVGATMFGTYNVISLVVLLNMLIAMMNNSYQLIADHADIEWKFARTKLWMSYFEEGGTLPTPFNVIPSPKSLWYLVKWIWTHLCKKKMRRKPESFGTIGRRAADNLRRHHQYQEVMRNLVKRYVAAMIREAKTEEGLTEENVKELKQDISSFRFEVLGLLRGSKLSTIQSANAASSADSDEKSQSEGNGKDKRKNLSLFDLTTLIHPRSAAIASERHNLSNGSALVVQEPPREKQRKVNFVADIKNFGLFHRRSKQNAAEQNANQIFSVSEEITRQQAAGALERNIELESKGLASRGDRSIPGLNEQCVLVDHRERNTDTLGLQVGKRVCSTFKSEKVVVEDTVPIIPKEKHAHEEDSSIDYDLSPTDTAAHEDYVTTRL
# MrgX1 antag – human MrgX1 receptor antagonism, primary screen | hit rate 1.3% among 310,000 | B-score at 10 µM | Q96LB2 | MRGX1-HEK293 calcium flux, Fluo-4, BAM8-22 antagonism; hits give low values | AID 588676;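 active = calcium-response B-score plate-corrected more than 3 library SD below zero, starting fluorescence within 5 deviations, no agonist response on first addition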;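 also: peak minus trough fluorescence over baseline after final BAM8-22 challenge near maximal dose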
# HIF act – HIF pathway transcriptional activation. hit rate 0.32% among 300,000. AID 1910. U2OS HRE-luciferase reporter, luminescence; normalized: DMSO 0%, desferrioxamine 100%. activation, % at 7.5 µM (by protocol);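 active = mean activation of at least 10% of the iron chelator positive control signal, with at least half of replicates also reaching 10%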
# TRPC4 inh – inhibitors of mouse TRPC4 channel; Q9QUQ5; HEK293 TRPC4beta/mu-opioid, DAMGO-evoked Fluo4 calcium flux; hits give low values; B-score at 10 µM; hit rate 0.39% among 300,000; AID 2247;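 active = B-score over 3 SD under the library average, no early fluorescence shift, positive overall ratio signal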
#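 Material: HEK293 cells with stable TRPC4beta plus mu-opioid receptor expression; probe or stimulus: DAMGO in two steps, submaximal then maximal; technique: Fluo4 calcium fluorescence by kinetic imaging, 5 s 1 Hz baseline; measure: integrated fluorescence ratio relative to baseline, converted to per-well B score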
# KLF5 inh – inhibitors of KLF5 expression. DLD-1 KLF5 promoter-luciferase reporter, luminescence. inhibition, % at 5 µM. hit rate 0.23% among 290,000. AID 1700;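 active = inhibition above a per-plate limit of that plate's mean compound inhibition plus 3 SD, cut at about 60% in these data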;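 also: 0% = DMSO wells and 100% = LY294002 at 200 µM; higher means less KLF5 promoter-driven luciferase light; inactives centre near -14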
# TRPC6 act – mouse TRPC6 channel activation | HEK293-TRPC6 membrane potential dye fluorescence; hits give high values | Q61143 | B-score at 10 µM | hit rate 0.13% among 310,000;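 active = B-score of the integrated fluorescence ratio above library mean plus 3 SD, and starting fluorescence ratio within library mean plus 5 SD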;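 also: higher score means more depolarization so channel activation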
# aSyn 5UTR inh – 5' untranslated region of α-synuclein, MLPCN primary screen; alpha-synuclein 5'UTR reporter, inhibitor activity; hit rate 0.82% among 300,000; inhibition, % (tested at 7.5 µM); in the data active = inhibition above about 60%;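 also: H4 neuroglioblastoma cells stably carrying SNCA 5'UTR luciferase fusion; 0% = DMSO wells and 100% = positive control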
# TRPC4 act – TRPC4 (mouse) channel activation; Q9QUQ5; HEK293 TRPC4beta/mu-opioid, Fluo4 calcium fluorescence; hits give high values; B-score at 10 µM; hit rate 0.49% among 310,000; AID 2237;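 active = B-score above 5 SD of library B-scores, and initial fluorescence ratio not above library mean plus 5 SD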;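 also: positive B-score marks a calcium rise read as TRPC4 activation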
#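 Assay system: HEK293 stable line with TRPC4beta plus mu-opioid receptor; schedule: 45 min room-temperature Fluo4 loading, 110 s read; technique: kinetic Fluo4 calcium fluorescence; evaluation: integrated baseline-normalised fluorescence ratio, converted to per-well B score; controls: buffer (low) and maximal DAMGO (high)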
# SKKanGAS inh – blocks kanamycin growth of S. pyogenes SKKanGAS strain | hit rate 1.3% among 300,000 | BacTiter-Glo, 6 h | AID 1662 | inhibition, % at 7.5 µM;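 active = mean replicate score, as percent of positive control median, at least 50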;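 also: strain carries kanamycin resistance gene driven by streptokinase promoter and grows in 40 µg/ml kanamycin; loss of luminescence reflects streptokinase promoter inhibition or plain growth inhibition; 0% = median of DMSO wells and 100% = positive control at its reference dose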
# Active calls of the source: *; i = inactive; / = no result given.
no.	Molecule	TRPC6 inhibitor	IEC-6 tox	TRPC4 PAM	MrgX1 antag	HIF act	TRPC4 inh	KLF5 inh	TRPC6 act	aSyn 5UTR inh	TRPC4 act	SKKanGAS inh
1	O=C(NCc1ccccc1)C(c1ccccc1)N(C(=O)c1csnn1)c1ccc(F)cc1 (stereo unspecified)	i	1	i	i	0.2	i	-8	i	-21	i	-4
2	CN1CCN(NC(=O)CN2C(=O)/C(=C/c3c(Cl)cccc3Cl)SC2=S)CC1	i	-3	i	i	-0.6	i	-7	i	-29	i	3
3	CCOC(=O)c1sc(N)nc1-c1ccccc1	i	-2	i	i	-0.1	i	-36	i	18	i	1
4	O=C(Nc1ccc2c(c1)CCC2)Nc1ccccc1F	i	4	i	i	1.7	i	-41	i	-49	i	13
5	COC(=O)c1sc2nc(CN3CCN(c4cccc(C(F)(F)F)c4)CC3)[nH]c(=O)c2c1C	i	-6	i	i	0.6	i	-35	i	-5	i	15
6	CCn1c(SCC(=O)Nc2nccs2)nnc1-c1ccccc1	i	8	i	i	/	i	10	i	3	i	-5
7	O=C(/C=C/c1cccc([N+](=O)[O-])c1)OC1CCCCC1=O (stereo unspecified)	i	-11	i	i	-0.1	i	-10	i	-25	i	-2
8	CC(=O)c1cccc(CN2CCN(CC=C(C)C)C(CCO)C2)c1 (stereo unspecified)	i	7	i	i	-0.2	i	-27	i	-27	i	-4
9	O=C1NC2(CCSC2)C(=O)N1CC(=O)N(Cc1ccccc1)C1CCS(=O)(=O)C1 (stereo unspecified)	i	6	i	i	-0.1	i	7	i	-4	i	6
10	Nc1nc2c(s1)COc1ccccc1-2	i	0	i	i	0.1	i	-32	i	-9	i	-11
11	O=C1/C(=C\c2ccc3ccccc3c2)CCCc2ccccc21	i	0	i	i	3.7	i	-29	i	-48	i	31
12	COc1ccc(OCc2nnc(SCC(=O)Nc3ccccc3F)o2)cc1	i	0	i	i	-2.1	i	-5	i	-26	i	-5
13	Cc1sc(NC(=O)c2ccc(=O)n(C)n2)nc1-c1ccccc1	i	-12	i	i	3.4	i	-57	i	-95	i	10
14	CC(C)(C)c1nc(CN2CCCCC2)cc(CN2CCCCC2)c1O	i	0	i	i	-0.3	i	-10	i	-3	i	2
15	c1ccc(-c2ccnc3ncnn23)nc1	i	0	i	i	0.0	i	-29	i	21	i	1
16	COC(=O)c1ccc(COC(=O)c2c(C)nn(Cc3ccccc3Cl)c2Cl)o1	i	-4	i	i	-0.4	i	-19	i	23	i	0
17	COc1cc2[nH]c(C(=O)Nc3ccc4c(c3)OCCO4)cc2c(OC)c1OC	i	6	i	i	3.4	i	-56	i	-52	i	-7
18	CCCSc1nnc(NC(=O)Nc2ccccc2)s1	i	-2	i	i	3.4	i	-30	i	-92	i	12
19	CN(C)S(=O)(=O)N1CCc2ccc(NC(=O)C3CCCO3)cc2C1 (stereo unspecified)	i	5	i	/	-0.9	i	-42	i	-13	i	7
20	CCC(=O)Nc1cccc(NC(=S)NC(=O)c2ccc(Cl)cc2)c1	i	5	i	i	2.0	i	-8	i	-151	i	-7

# Screen by screen, from the results shown.
# SKKanGAS inh, nos. 9–13: 6, -11, 31, -5, 10
# aSyn 5UTR inh, nos. 9–13: -4, -9, -48, -26, -95
# TRPC6 inhibitor, nos. 9–13: i, i, i, i, i

# Further entries
no.	Molecule	TRPC6 inhibitor	IEC-6 tox	TRPC4 PAM	MrgX1 antag	HIF act	TRPC4 inh	KLF5 inh	TRPC6 act	aSyn 5UTR inh	TRPC4 act	SKKanGAS inh
21	Cc1ccc2[nH]c3c(=O)n(CC(=O)NCCc4ccc(Cl)cc4)ncc3c2c1	i	0	i	i	0.1	i	-9	i	5	i	11
22	CC(=O)C1=C(C)NC(=O)NC1c1cccc(O)c1 (stereo unspecified)	i	1	i	i	-0.2	i	-18	i	7	i	1
23	COc1ccc(CCNC(=O)CCNS(=O)(=O)c2cccc3nsnc23)cc1OC	i	6	i	i	0.1	i	15	i	-5	i	-4
24	COc1ccc(N2CCN(S(=O)(=O)c3cccs3)CC2)cc1	i	3	i	i	0.6	i	-1	i	4	i	-4
25	CN(CC(=O)Nc1cccc(F)c1)C(=O)c1cc(S(=O)(=O)N(C)C)ccc1N1CCCC1	i	-2	i	i	-0.7	i	-28	i	19	i	0
26	Cc1c(OC(C)C(=O)NCCN2CCOCC2)ccc2c3c(c(=O)oc12)CCCC3 (stereo unspecified)	i	2	i	i	-0.1	i	-44	i	24	i	-2
27	O=S(=O)(c1ccccc1)N1CCNCC1	i	/	i	i	0.1	i	/	i	-13	i	2
28	O=C(Nc1ccc2oc(=O)ccc2c1)c1ccc(-c2cccc([N+](=O)[O-])c2)o1	i	6	i	i	0.3	i	22	i	92*	i	1
29	Cc1ccc2oc(=O)c3cnn(CC(=O)NC4CCN(Cc5ccccc5)CC4)c3c2c1	i	5	i	i	-0.6	i	-18	i	-2	107*	1
30	Cc1cccc(N2C(=O)C3C4C=CC(C5CC45)C3C2=O)n1 (stereo unspecified)	i	-2	i	i	-1.9	i	-24	i	9	i	-8
31	COc1ccc(NC2CCCN(C(=O)CCc3cccc(F)c3)C2)cc1 (stereo unspecified)	i	-1	i	i	0.4	i	9	i	2	i	-4
32	CCOC(=O)C1C(c2ccc(O)c(O)c2)NC(=S)NC1(O)C(F)(F)F (stereo unspecified)	i	-6	i	i	0.5	i	-6	i	0	i	-9
33	CCOC(=O)CCn1nc(-c2ccccc2)cc1N	i	-3	i	i	-28	i	-19	i	-30	i	-2
34	CC(C)C(NC(=O)c1ccccc1)C(=O)N/N=C\c1ccco1 (stereo unspecified)	i	2	i	i	-0.1	i	-32	i	10	i	0
35	O=C(CN1CCSCC1)N/N=C/c1ccc(F)c(F)c1	i	-2	i	i	0.0	i	-12	i	-26	i	2
36	COc1ccccc1NC(=O)Cn1c([N+](=O)[O-])cnc1C	i	3	i	i	0.5	i	-23	i	13	i	-5
37	O=C(NC(=S)NCc1ccccc1)C1CC1	i	6	i	i	0.1	i	-16	i	-19	i	12
38	Cc1ccc(CSCC(=O)N2CCCC2)cc1	i	-1	i	i	0.3	i	-33	i	-23	i	-1
39	Cc1ccc(/C=N/NC(=O)c2cccs2)s1	i	5	i	i	1.1	i	-193	i	-139	i	-1
40	O=[N+]([O-])c1cccc(C2Nc3cccc4cccc(c34)N2)c1	i	-8	i	i	0.0	i	13	i	-72	i	5

# For reference, some entries already given.
no.	Molecule	TRPC6 inhibitor	IEC-6 tox	TRPC4 PAM	MrgX1 antag	HIF act	TRPC4 inh	KLF5 inh	TRPC6 act	aSyn 5UTR inh	TRPC4 act	SKKanGAS inh
38	Cc1ccc(CSCC(=O)N2CCCC2)cc1	i	-1	i	i	0.3	i	-33	i	-23	i	-1
39	Cc1ccc(/C=N/NC(=O)c2cccs2)s1	i	5	i	i	1.1	i	-193	i	-139	i	-1
40	O=[N+]([O-])c1cccc(C2Nc3cccc4cccc(c34)N2)c1	i	-8	i	i	0.0	i	13	i	-72	i	5

# (continued)
no.	Molecule	TRPC6 inhibitor	IEC-6 tox	TRPC4 PAM	MrgX1 antag	HIF act	TRPC4 inh	KLF5 inh	TRPC6 act	aSyn 5UTR inh	TRPC4 act	SKKanGAS inh
41	CC1CCCCC1NC(=O)CCS(=O)(=O)c1ccc2c(c1)NC(=O)CO2 (stereo unspecified)	i	-4	i	i	0.0	i	-17	i	2	i	7
42	Nc1ccc2nc(CCCCc3nc4ccccc4[nH]3)[nH]c2c1	i	0	i	i	1.5	i	-21	i	-9	i	5
43	COc1ccc(CCNC(=O)CCC(=O)n2ncc3cc(C)ccc32)cc1OC	i	-1	i	i	0.2	i	-6	i	-10	i	0
44	Cc1ccc(N2CC(C(=O)Nc3nnc(SCc4cccnc4)s3)CC2=O)cc1 (stereo unspecified)	i	2	i	i	0.2	i	-41	i	16	i	-1
45	CC(=O)Nc1nc(C)c(Cc2ccccc2)c(=O)[nH]1	i	-1	i	i	0.2	i	-18	i	15	i	-4
46	Cn1ccnc1C1CCCCN1C(=O)c1cc(COc2ccc(F)cc2F)on1 (stereo unspecified)	i	1	i	i	-0.4	i	3	i	11	i	-2
47	CN(C)CCNC(=O)c1onc(CSc2ccc(F)cc2)c1C(=O)NCCN(C)C	i	/	i	i	-3.8	i	/	i	-21	i	0
48	COc1ccc(S(=O)(=O)N(CC(=O)N/N=C/c2cccs2)c2ccc(C)cc2)cc1OC	i	2	i	i	0.0	i	-18	i	20	i	0
49	Cn1ncc(Br)c1C(=O)NC1CCCCCC1	i	-3	i	i	-0.1	i	-30	i	32	i	-2
50	COc1ccc(-c2cn(CCC(=O)NCc3ccc(C)cc3)c(CCN)n2)cc1	i	/	i	i	0.4	i	/	i	5	i	4
51	O=C(NCc1ccon1)C1CCC(=O)N(Cc2cccc(C(F)(F)F)c2)C1 (stereo unspecified)	i	8	i	i	0.0	i	-39	i	6	i	1
52	c1ccc(-c2ccc(-c3ccccn3)s2)nc1	i	13	i	i	2.3	i	-65	i	-18	i	-2
53	Cc1ccc(S(=O)(=O)N/N=C\c2cn(-c3ccccc3)nc2-c2ccccc2)cc1	i	3	i	i	0.3	i	-27	i	-11	i	24
54	COc1ccc(NC(=O)CN(C)C(=O)CCC2CCCC2)cc1	i	0	i	i	-0.2	i	-9	i	8	i	-5
55	CCOc1ccc(Br)cc1C(=O)N/N=C/c1ccc([N+](=O)[O-])cc1	i	-5	i	i	1.2	i	-10	i	11	i	2
56	N#Cc1ccc(-c2ccc(OCC(O)CN3CCOCC3)cc2)cc1 (stereo unspecified)	i	1	i	i	0.4	i	-6	i	-37	i	2
57	O=C(Nc1ccc(Cl)cc1)N1CCC(c2nc(-c3ccc(F)cc3)no2)CC1	i	1	i	i	1.0	i	-37	i	-34	i	12
58	Nc1nc(-c2ccc([N+](=O)[O-])cc2)c(C(=O)Nc2ccc(Cl)cc2)s1	i	15	i	i	-0.3	i	-14	i	-5	i	-5
59	C(=N\N1CCN(Cc2ccccc2)CC1)/c1cccnc1	i	5	i	i	1.5	i	-2	i	-18	i	2
60	O=C(CSc1c2c(nc3ccccc13)CCCC2)NCc1ccco1	i	3	i	i	0.0	i	-2	i	-20	i	0
61	COc1ccc(CNC(=O)C2CCCN(c3nc4ccccc4o3)C2)c(OC)c1 (stereo unspecified)	i	-2	i	i	-0.2	i	-13	i	12	i	8
62	C/C(=N\NC(=O)c1ccc(F)cc1)c1cccc(NC(=O)c2cccc(F)c2)c1	i	2	i	i	0.3	i	-30	i	-22	i	6
63	Cc1cc(N2CCCCC2)nc(N2CCOCC2)n1	i	2	i	i	0.5	i	-30	i	8	i	-22
